Autophagy mod: modulators of autophagy; AID 463193; calls only at 10 µM (by protocol); 0.98% of 190,000 active; MEF GFP-LC3 puncta imaging; test concentration mostly 10 µM;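 active = percentage of spot-positive cells more than 3 SD above its plate mean, without a fluorescence outlier flag or 80% toxicity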;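 note: spot-positive cell cutoff set from DMSO-treated cells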
HIV peptide binding: inhibitors of HIV fusion peptide binding, primary screen, biochemical, uHTS, fluorescence dequenching (AID 1986); inhibition, % at 20 µM; hits with a dose series show IC50 in µM; 0.3% of 290,000 active; cell-free peptide binding, fluorescence dequenching, 30 min; higher % means a stronger effect; in the data active = inhibition mostly above about 52%, no sharp cut-off; inactive = mostly below about 76%; note: some results filed as inactive read as strong as hits
Yfh1-depleted yeast: mitochondrial function rescue without frataxin homolog – Friedreich's ataxia, plus single-dose screen, dose response (AID 1465) | S. cerevisiae Yfh1-off respiration, WST-1 reduction, 72 h; higher fold induction means a stronger effect | one-dose fold induction at 50 µM; EC50 in µM for titrated hits | 0.074% of 220,000 active;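 active = fold induction of absorbance versus untreated yeast above a set limit, then at least 30% activation at any dose in follow-up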;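 note: activators that raise dye reduction in frataxin-depleted yeast; strong numbers were not always called active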
bCat nuc transl: modulators of beta-catenin nuclear translocation. nuclear translocation activity, % at 5 µM. HeLa beta-catenin nuclear translocation, immunofluorescence imaging. 0.3% of 190,000 active;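 active = nuclear translocation activity above 50% at 5 µM, with a well cell count of 50 or more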;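 note: per-cell ratio of nuclear to cytoplasmic median beta-catenin stain intensity; plate controls were DMSO negative control for no effect and GSK-3 inhibitor IX positive control for full effect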
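System: Human HeLa cells, endogenous beta-catenin | Compound dosing: 5 µM primary, 0.02–20 µM confirmation | Timing: 24 h compound exposure at 37°C, 5% CO2 | Measured by: Fluorescence imaging of beta-catenin antibody stain plus DAPI | Read-out basis: % activation of per-cell nuclear versus cytoplasmic median beta-catenin signal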
WT yeast gro inh: growth inhibition of WT yeast, mitochondrial fusion screen. mitochondrial fusion phenotypic screen, WT strain. inhibition, % at 10 µM. 2.1% of 190,000 active; in the data active = inhibition above about 58%; tested in S. cerevisiae
Dynein transport: dynein cargo transport inhibition. z-score, hits read low. 0.47% of 220,000 active. 3617.4 mouse cells, GR-EGFP nuclear translocation imaging; test concentration mostly 20 µM; stimulated with dexamethasone, 1 µM; stronger effect = lower value;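 active = plate z-score of nuclear minus cytoplasmic receptor signal below a set negative limit, without overly bright fluorescence or cell loss, cut at about -3.5 in these data, passing the limit was not always enough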;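 note: z-score of nuclear minus cytoplasmic ring GR-EGFP intensity difference per well; some compounds called inactive have numbers as strong as hits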
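Schedule: 48 h induction, then 1 h compound, then 30 min agonist, 37 °C. Buffer or medium: tetracycline-free induction medium containing charcoal-stripped FBS. Reagent: 1.0 µM final dexamethasone stimulus. Evaluation: nuclear versus cytoplasmic GR-EGFP signal, averaged per well. Signal: high-content fluorescence imaging after fixation.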
Ins promoter up: MIN6 insulin promoter up-regulation | 0.3% of 190,000 active | MIN6 insulin promoter-GFP reporter, high-content imaging; stronger effect = higher value | z-score at 5 µM | AID 1625;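 active = z-score above 3 at 5 µM with at least 500 cells counted in the well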
AID2073: disruptors of CaV2.2 binding to Mint1 – biochemical, HTRF (AID 2073); HTRF protein-protein interaction, Mint1-CaV2.2; higher % means a stronger effect; one-dose inhibition, % at 20 µM; IC50 in µM for titrated hits; 0.19% of 290,000 active; in the data active = inhibition mostly above about 51%, no sharp cut-off; note: some results filed as inactive read as strong as hits
MT stabilize HCS: microtubule stabilizers in HeLa cells; 0.83% of 200,000 active; % tubulin-high responders, % at 10 µM; HeLa tubulin immunostaining HCS, 24 h; share of cells brighter than vehicle mean+2SD;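 active = plate Z-score above 3 for both tubulin-high and condensed-nucleus cell shares, with cell loss under 80%, at 10 µM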;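 note: anti alpha tubulin signal scored within the nucleus-defined area of each cell; some results filed as inactive read as strong as hits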
WT yeast gro inh mutant strain: further read-out of WT yeast gro inh, marked with its call; inhibition, %; mitochondrial fusion phenotypic screen, mutant strain inhibition
Dynein transport cytoplasmic EGFP: second read-out of Dynein transport, no call of its own (marks repeat the call); z-score; measured here: cytoplasmic GR-EGFP intensity; stronger effect = higher value
Dynein transport nuclear GR-EGFP: recorded beside Dynein transport, whose call it bears; z-score; measured here: nuclear GR-EGFP intensity;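 lower value marks the stronger effect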
Dynein transport cell count: also measured in Dynein transport; calls as there; z-score; measured here: cell count per field
Ins promoter up cell count: second read-out of Ins promoter up, no call of its own (marks repeat the call); cell count; measured here: cytotoxicity, nuclei count;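 total cells summed across four imaged fields per well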
bCat nuc transl cell count 5 µM: second read-out of bCat nuc transl, no call of its own (marks repeat the call); cell count; measured here: cell count, cytotoxicity flag
MT stabilize HCS Hoechst-high %: also measured in MT stabilize HCS; calls as there; % Hoechst-high responders; measured here: nuclear condensation Hoechst responders;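 share of cells brighter than vehicle mean plus two SD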
MT stabilize HCS cytotoxicity %: also measured in MT stabilize HCS; calls as there; toxicity, %; measured here: cytotoxicity by cell density;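 0% = mean cell density of plate MIN control wells and 100% = no cells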
Autophagy mod cell loss 18 h: further read-out of Autophagy mod, marked with its call; toxicity, %; measured here: cell loss, nuclei count;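 cell loss after 18 h compound exposure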
* hit, by the source's call; i = inactive; · = no result given. Not a hit list; 4.2% or so of the library scored in one or more.

SMILES | Autophagy mod | Autophagy mod cell loss 18 h | HIV peptide binding | Yfh1-depleted yeast | bCat nuc transl | bCat nuc transl cell count 5 µM | WT yeast gro inh | WT yeast gro inh mutant strain | Dynein transport | Dynein transport cytoplasmic EGFP | Dynein transport nuclear GR-EGFP | Dynein transport cell count | Ins promoter up | Ins promoter up cell count | AID2073 | MT stabilize HCS | MT stabilize HCS Hoechst-high % | MT stabilize HCS cytotoxicity %
Cc1ccc(C(OC(=O)c2ccco2)C(=O)NCc2cccs2)cc1 (stereo not drawn) | i | -2 | 2.8% | i | -0.7 | 1176 | -2 | 2 | 1 | -0.19 | 0.54 | -0.88 | 0 | 1218 | -7% | 2.6 | 1.5 | 4.9
Cc1ccc2nc(SCC(=O)Nc3ccc(C)c([N+](=O)[O-])c3)[nH]c2c1 | i | -10 | -1.9% | i | -1.9 | 1118 | 18 | -3 | 1.4 | -0.27 | 0.93 | -1.4 | -4.5 | 748 | 27% | 3.4 | 1.8 | 6.9
CCOC(=O)c1c(NC(=O)C2CCCO2)sc(C)c1C (stereo not drawn) | i | -13 | -0.5% | i | 1.1 | 991 | 0 | 3 | -0.62 | -0.31 | -0.34 | 0.89 | -0.82 | 1276 | -7% | 3.2 | 1.5 | 1.5
COc1cc2nc(CN3C(=O)c4ccccc4C3=O)oc(=O)c2cc1OC | i | 8 | -4.0% | i | -2.2 | 969 | -6 | -9 | -1.1 | -0.19 | -0.45 | 0.6 | · | · | 3% | 5.1 | 3.1 | 2.9
CCOC(=O)N1CCN(C(=O)CCn2nc(-c3ccccc3)ccc2=O)CC1 | i | -67 | -0.7% | · | -1.9 | 1420 | 24 | 25 | -0.79 | -0.38 | -0.42 | 0.67 | -1.4 | 1405 | 2% | 5.1 | 1.5 | 7.7
CP(C)(=O)CCP(=O)(c1ccccc1)c1ccccc1 | i | 11 | 2.4% | i | -0.1 | 1128 | 7 | -16 | 0.14 | -0.26 | 0.26 | -0.16 | 0 | 1557 | 50% | 2.3 | 2.4 | 3.8
O=C(CN1CCN(C/C=C/c2ccccc2)CC1)Nc1ccc(F)cc1F | i | -8 | 0.4% | i | 1.9 | 1025 | 6 | 22 | -0.54 | -0.18 | -0.89 | 0.74 | -1 | 1196 | 43% | 2.6 | 2.4 | 5.2
COCCNC(=S)NC1CC2CCC(C1)N2Cc1ccccc1 (stereo not drawn) | i | 1 | -1.7% | i | -0.6 | 1183 | 1 | -9 | 0.9 | -0.26 | 0.72 | -0.62 | 1.9 | 1230 | -6% | 0.8 | 1.0 | 2.2
O=C(Nc1cccnc1)c1cnn2cccnc12 | i | -4 | -2.1% | i | 0.1 | 1158 | 6 | 14 | -0.69 | -0.19 | -0.36 | -0.041 | -1.2 | 1261 | -4% | 2.6 | 2.1 | 5.8
Clc1ccc(Nc2ccccc2)nn1 | · | · | -1.1% | i | -1.0 | 1095 | · | · | -0.14 | -0.16 | -0.04 | 0.42 | 0.11 | 1504 | -7% | · | · | ·
Cc1ccc(S(=O)(=O)CCC(=O)NCCN2C(=O)S/C(=C\c3ccccc3)C2=O)cc1 | i | -5 | 0.0% | i | 1.9 | 1058 | 7 | 20 | -1.3 | -0.097 | -0.86 | 0.63 | -0.33 | 1514 | -7% | 6.8 | 2.2 | 8.9
Cc1c(Cl)cccc1Nc1ccccc1C(=O)O | i | 9 | 39% | i | 2.0 | 1065 | -14 | -10 | 0.24 | -0.25 | 0.42 | -0.77 | 0.1 | 1174 | 11% | 4.0 | 2.2 | 5.1
COc1ccc(C2CC(=O)C3=C(C2)NC(C)=C(C(=O)Nc2ccccc2C)C3c2coc3ccc(C)cc3c2=O)cc1OC (stereo not drawn) | i | -6 | 0.2% | i | 0.6 | 1336 | 0 | 2 | -0.42 | -0.2 | -0.35 | 0.45 | 0.63 | 1452 | 11% | 1.4 | 1.0 | 14
CCN(CC)S(=O)(=O)c1cccc(NC(=O)COC(=O)C2CC3C=CC2C3)c1 (stereo not drawn) | i | 4 | 1.3% | i | 5.3 | 868 | 18 | -3 | 0.44 | 0.29 | 0.98 | -0.92 | 0.89 | 1625 | 7% | 3.1 | 2.7 | 8.6
CCCCOCCCNC(=O)N[C@H](C(=O)O)C(C)CC (stereo partly drawn) | · | · | -1.6% | i | -2.8 | 1042 | · | · | 0.67 | -0.27 | -0.088 | -0.74 | 0.48 | 1518 | 27% | · | · | ·
CC(=O)N1CCc2cc(S(=O)(=O)N3CCOCC3)ccc21 | i | -2 | -3.1% | i | · | · | -18 | -8 | 1.1 | 0.017 | 0.95 | -0.55 | -0.82 | 1003 | -5% | 1.0 | 1.5 | 9.9
COCCNS(=O)(=O)c1cccc2cccnc12 | i | 1 | -1.2% | i | -0.4 | 1122 | -4 | -2 | -0.58 | -0.23 | -0.29 | 0.45 | -0.47 | 886 | 4% | 6.0 | 1.9 | 1.5
COc1cc(/C=C2\SC(=Nc3ccccc3)N(Cc3ccco3)C2=O)ccc1OC(C)C(=O)O (stereo not drawn) | i | 21 | 35% | i | 9.1 | 430 | 11 | 17 | 0.46 | -0.24 | 0.25 | 0.49 | -0.01 | 1181 | 3% | 5.0 | 2.5 | 1.5
CCNC1CCS(=O)(=O)C1 (stereo not drawn) | · | · | -0.6% | i | -0.6 | 1166 | · | · | 0.77 | -0.26 | 0.96 | -0.85 | 0.17 | 1064 | 12% | · | · | ·
O=S(=O)(c1cccs1)N1CN(C2CCCC2)c2nc3ccccc3nc21 | · | · | -1.6% | i | 1.2 | 1301 | · | · | -1.2 | -0.23 | -0.42 | 1.5 | -0.09 | 1102 | -10% | · | · | ·
CCOC(=O)CSC1=Nc2ccccc2C2=NC(CC(=O)NCc3ccccc3)C(=O)N12 (stereo not drawn) | i | 9 | -0.8% | i | 0.2 | 871 | -5 | 14 | -0.19 | -0.27 | 0.24 | 0.35 | 2.8 | 1470 | -29% | 3.5 | 2.2 | 14
COc1ccccc1NC(=O)CSc1nnc(Cn2c(=O)sc3ccccc32)n1C | i | -13 | 0.2% | · | -3.2 | 1113 | 0 | 4 | -0.093 | -0.23 | 0.17 | 0.85 | 0.23 | 1303 | -11% | 1.9 | 3.0 | 13
CCOc1ccc(C(=O)NC(C(=O)NCc2ccccc2OC)C(C)C)cc1 (stereo not drawn) | i | 2 | 0.2% | i | -2.2 | 1052 | -1 | 5 | 0.41 | -0.32 | 0.023 | 0.21 | -0.48 | 1268 | -8% | 3.6 | 1.6 | 8.1
CCCCC(CC)C(=O)N1CCN(C(=O)c2ccco2)CC1 (stereo not drawn) | i | 18 | -0.4% | i | 0.4 | 1472 | 5 | 10 | 0.66 | -0.25 | -0.076 | 0.27 | 0.28 | 1486 | -1% | 2.7 | 1.7 | 3.8
CSc1c(C#N)c(N)nc2sc(C(=O)c3ccc(Cl)c(Cl)c3)c(N)c12 | · | · | 32% | i | -0.4 | 1296 | · | · | -2.9 | 5.8 | -0.089 | 0.45 | · | · | -19% | · | · | ·
COCCCNC(=O)c1ccc([N+](=O)[O-])c(Cl)c1 | i | 5 | -0.3% | i | · | · | 1 | 27 | 0.52 | -0.22 | 0.35 | -0.019 | -0.43 | 1114 | 1% | 2.6 | 1.9 | 0.0
Cc1nc(C(=O)Nc2ccccc2)sc1C(=O)Nc1ccccc1 | · | · | 0.5% | i | 0.1 | 1310 | · | · | 0.29 | 0.015 | 0.63 | -0.37 | -0.52 | 1035 | -14% | · | · | ·
CC(C)CC(=O)Nc1ccc(C(=O)Cn2c(=O)oc3ccccc32)cc1 | i | -1 | 1.5% | i | -2.8 | 1168 | -8 | 10 | -0.61 | -0.31 | -0.19 | 0.2 | -0.35 | 1283 | 37% | 4.2 | 1.3 | 6.3
CCC(C)(C)n1nnnc1C(c1ccccn1)N1CCCCC1 (stereo not drawn) | i | -4 | 0.3% | i | · | · | 4 | -6 | 0.01 | -0.2 | -0.058 | 0.43 | · | · | -3% | 3.1 | 2.6 | 3.7
Cc1ccc(-n2c(SCC(=O)O)nc3sc4c(c3c2=O)CCCC4)cc1 | i | -8 | 1.7% | i | -0.4 | 1657 | -5 | -9 | -0.21 | -0.18 | -0.014 | 1.1 | · | · | 3% | 2.7 | 1.2 | 6.6
CCOC(=O)N1CCN(C(=O)c2cccc(OC)c2OC)CC1 | i | -2 | 2.5% | i | -1.5 | 1030 | 0 | 7 | -0.67 | -0.25 | -0.33 | 1.5 | 0.43 | 1218 | -13% | 3.7 | 1.5 | 2.7
CSc1nc(C)cc(SCCO)n1 | i | 15 | -2.6% | i | -8.5 | 970 | 8 | -3 | 0.59 | -0.49 | 0.074 | 0.099 | -0.32 | 1570 | 0% | 6.7 | 1.7 | 1.8

Part of the list above in order of formula weight, highest first:
SMILES | Autophagy mod | Autophagy mod cell loss 18 h | HIV peptide binding | Yfh1-depleted yeast | bCat nuc transl | bCat nuc transl cell count 5 µM | WT yeast gro inh | WT yeast gro inh mutant strain | Dynein transport | Dynein transport cytoplasmic EGFP | Dynein transport nuclear GR-EGFP | Dynein transport cell count | Ins promoter up | Ins promoter up cell count | AID2073 | MT stabilize HCS | MT stabilize HCS Hoechst-high % | MT stabilize HCS cytotoxicity %
CSc1c(C#N)c(N)nc2sc(C(=O)c3ccc(Cl)c(Cl)c3)c(N)c12 | · | · | 32% | i | -0.4 | 1296 | · | · | -2.9 | 5.8 | -0.089 | 0.45 | · | · | -19% | · | · | ·
CCOC(=O)N1CCN(C(=O)c2cccc(OC)c2OC)CC1 | i | -2 | 2.5% | i | -1.5 | 1030 | 0 | 7 | -0.67 | -0.25 | -0.33 | 1.5 | 0.43 | 1218 | -13% | 3.7 | 1.5 | 2.7
COCCCNC(=O)c1ccc([N+](=O)[O-])c(Cl)c1 | i | 5 | -0.3% | i | · | · | 1 | 27 | 0.52 | -0.22 | 0.35 | -0.019 | -0.43 | 1114 | 1% | 2.6 | 1.9 | 0.0
